Source: PubChem
TAAR1 antagonist: antagonists of human TAAR1; Q96RJ0; CHO RD-HGA16 TAAR1, Fluo-8 calcium fluorescence, antagonist; inhibition, % at 3 µM; 360,000 tested, 1.5% active;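 active = inhibition above a per-plate cutoff, the mean inhibition of test compounds on that plate plus 3 SD, cut at about 49% in these data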;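 note: 0% = DMSO plus EC80 beta-PEA response and 100% = DMSO alone without agonist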
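System: RD-HGA16 CHO cells with stable hTAAR1 and Gα16 | Probe or stimulus: EC80 β-phenethylamine stimulus | Dosing: 3 µM, single point | Times: Dye loading 75 min at 37 °C, then 30 min room temperature | Measured by: Fluo-8 calcium-sensitive fluorescence | Read-out basis: % inhibition of agonist calcium response | Replicates: n of 1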
V1aR counter: activates human V1a receptor in oxytocin agonist counter-screen. P37288. CHO-V1R cells, Fluo-8 calcium fluorescence, agonist mode; 0% DMSO, 100% 3 nM vasopressin. activation, % at 3 µM. 320,000 tested, 0.25% active. AID 2797;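 active = activation above the mean activation of all tested compounds plus 3 SD, per screening run, cut at about 20% in these data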;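 note: signal is peak over basal fluorescence ratio across a 100 second FLIPR read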
Target sequence (P37288 whole entry, looked up): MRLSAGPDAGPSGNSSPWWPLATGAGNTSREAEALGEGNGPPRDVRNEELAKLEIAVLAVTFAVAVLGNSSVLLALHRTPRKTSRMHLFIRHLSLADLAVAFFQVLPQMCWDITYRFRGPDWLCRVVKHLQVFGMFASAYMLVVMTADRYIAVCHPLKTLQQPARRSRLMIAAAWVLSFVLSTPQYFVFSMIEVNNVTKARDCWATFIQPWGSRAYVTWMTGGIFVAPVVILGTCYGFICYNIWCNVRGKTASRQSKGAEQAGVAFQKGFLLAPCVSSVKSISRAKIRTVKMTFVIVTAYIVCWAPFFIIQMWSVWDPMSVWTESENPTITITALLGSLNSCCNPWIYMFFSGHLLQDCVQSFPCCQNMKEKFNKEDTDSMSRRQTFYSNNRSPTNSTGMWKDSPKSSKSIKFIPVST
OXTR potentiate: potentiators of human oxytocin receptor | CHO-OTR cells, Fluo-8 calcium fluorescence, potentiator mode; 0% = oxytocin EC15, 100% = EC100 | activation, % at 3 µM | 320,000 tested, 0.061% active;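 active = activation above that plate's cutoff, the mean activation of tested compounds plus 3 SD, cut at about 6.6% in these data, passing the limit was not always enough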;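 note: 100% uses oxytocin at 75 nM as the full agonist control; some results filed as inactive read as strong as hits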
Target sequence (P30559 whole entry, looked up): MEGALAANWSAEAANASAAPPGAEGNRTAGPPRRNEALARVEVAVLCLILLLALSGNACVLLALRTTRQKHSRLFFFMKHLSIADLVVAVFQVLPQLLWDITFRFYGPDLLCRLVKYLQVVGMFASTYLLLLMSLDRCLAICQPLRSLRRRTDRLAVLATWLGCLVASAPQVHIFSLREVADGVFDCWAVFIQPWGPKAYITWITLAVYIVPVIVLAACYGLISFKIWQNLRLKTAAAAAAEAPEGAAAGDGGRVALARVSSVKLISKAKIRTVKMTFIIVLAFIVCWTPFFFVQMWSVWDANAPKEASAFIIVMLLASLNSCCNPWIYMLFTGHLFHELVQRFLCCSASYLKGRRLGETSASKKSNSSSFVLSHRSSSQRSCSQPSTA
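Material: CHO-OTR cells, human receptor; compound dosing: single dose, 3.0 µM nominal final compound concentration; schedule: 6 min compound pre-incubation at room temperature, 100 s kinetic read; measured by: kinetic Fluo-8 calcium fluorescence; read-out basis: % activation vs EC15 and EC100 oxytocin; controls: EC15 oxytocin alone as 0%, 75 nM oxytocin as 100%; replicates: singlicate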
CHO parental Ca: counter-screen for OX1R antagonists: effect in parental CHO cells. parental CHO-K1, ATP-induced calcium, Fluo-8 fluorescence. inhibition, % at 5.6 µM. 330,000 tested, 0.63% active. AID 463079;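 active = inhibition above that plate's mean sample inhibition plus 3 SD, cut at about 26% in these data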;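 note: 0% = ATP-challenged DMSO wells and 100% = DMSO wells without ATP; some compounds past the cut are filed as inactive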
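Assay system: untransfected parental CHO cell line. Also added: ATP agonist challenge. Dosing: one dose, 5.6 µM nominal. Measured by: Fluo-8 fluorescence. Read-out: % inhibition. Benchmarks: ATP wells versus no-ATP DMSO wells. Repeats: no replicates.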
M1 PAM parental: M1 PAM counterscreen hit in parental CHO-K1 cells | ATP EC20, Fluo-8 calcium fluorescence; 0% at ATP EC20, 100% at ATP max | activation, % at 3 µM | 360,000 tested, 0.02% active;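 active = activation above the run cutoff, the mean activation of all test compounds plus 3 SD, cut at about 40% in these data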;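 note: peak over basal fluorescence ratio in a 140 s read after ATP addition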
CHO-K1 Ca antag: counter-screen for M1 antagonists: effect in parental CHO-K1 cells | inhibition, % at 3 µM | ATP-induced calcium, Fluo-8 fluorescence | 360,000 tested, 0.6% active | AID 602250;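 active = inhibition above a per-plate cutoff, the plate's mean sample inhibition plus 3 SD, cut at about 24% in these data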;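 note: 0% = DMSO plus EC80 ATP and 100% = DMSO alone without ATP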
CHO-K1 Ca ag: nonselective activator or artifact in parental CHO-K1 cells; Fluo-8 calcium fluorescence; scaled to maximal ATP response, vehicle zero; activation, % at 3 µM; 360,000 tested, 0.48% active; AID 602248; in the data active = activation above about 15%;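 note: untransfected CHO-K1 host cells lacking M1 receptor as counterscreen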
CHRM1 agonist: activates human CHRM1 receptor; CHO-K1 hM1, Fluo-8 calcium fluorescence, agonist mode; 0% DMSO, 100% acetylcholine EC100; 360,000 tested, 0.33% active; P11229; activation, % at 3 µM;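 active = activation above the run's mean compound activation plus 3 SD, cut at about 16% in these data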;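 note: peak over basal fluorescence ratio within a 140 s kinetic read after compound addition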
TAAR1 agonist: human TAAR1 agonism. CHO RD-HGA16 TAAR1, Fluo-8 calcium fluorescence; vehicle wells 0%, saturating PEA agonist 100%. AID 624467. activation, % at 3 µM. 360,000 tested, 0.99% active. Q96RJ0;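 active = activation above the mean activation of all test compounds in the run plus 3 SD, cut at about 38% in these data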
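Assay system: CHO-derived RD-HGA16 cells with stable Gα16 and human TAAR1; timing: 17-24 h seeding, 75 min 37 °C dye, 30 min RT; read-out: % activation from peak over basal fluorescence ratio, DMSO-to-PEA scaled; measured by: kinetic Fluo-8 calcium fluorescence; benchmarks: low control DMSO, high control PEA (EC100); doses: 3 µM single concentration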
Active calls of the source: *; nt = not tested or not shown. Compounds were not picked by outcome (roughly 3.3% active in at least one column).

SMILES	TAAR1 antagonist	V1aR counter	OXTR potentiate	CHO parental Ca	M1 PAM parental	CHO-K1 Ca antag	CHO-K1 Ca ag	CHRM1 agonist	TAAR1 agonist
O=c1c(Cc2ccc(Cl)cc2Cl)c(O)ccn1CC(F)(F)F	-9	1.5	-6	-5	9	-14	2.6	-4	0
CC(C#N)On1c(SC(C)C#N)nc2ccccc2c1=O (stereo unspecified)	-22	-0.4	1	0	14	-2	0.6	-6	3
COc1ccc(NS(=O)(=O)c2cccc(C(=O)NCc3cccnc3)c2)cc1	-12	-0.2	-7	-24	17	-12	1.6	-2	4
O=C(NCCc1ccccc1)c1ccc(Cl)c(S(=O)(=O)N2CCCC2)c1	nt	13	-14	-12	-6	-3	13	1	nt
COc1cc(SC)ccc1C(=O)N1CCN(Cc2ccc3c(c2)OCO3)CC1	-12	2.5	-4	-10	8	-8	2.5	-5	5
O=C(NCCc1nc(-c2ccccc2)no1)c1ccccc1	-7	3.3	-15	-7	23	-15	0.9	-2	15
O=C(c1cc(COc2ccc(-n3cncn3)cc2)on1)N1CCCC1	-33	2.3	-15	14	5	0	2.3	2	4
COCCOCC(O)CN1CCN(c2ccccc2)CC1 (stereo unspecified)	-9	0.6	-4	11	7	-8	0.1	-5	10
COc1ccccc1CCNC(=O)C1CCC(=O)N(Cc2cccc(F)c2)C1 (stereo unspecified)	3	nt	nt	nt	20	-9	0.3	-4	1
O=S(=O)(Nc1ccccc1N1CCOCC1)c1ccc(F)c(Cl)c1	-19	0.8	-13	-18	-5	13	6.7	-4	-1
C#CC(CC)(CC)NC(=S)Nc1ccc(S(N)(=O)=O)cc1	-26	0.2	-6	2	2	-4	0.3	-8	13
CCC1=NN(C(=O)c2ccc(C)cc2)C(O)(c2ccc(Br)cc2)C1 (stereo unspecified)	2	0.5	-10	-40	14	-2	0.3	-3	-1
O=C(COc1cc(F)ccc1[N+](=O)[O-])Nc1cc(S(=O)(=O)N2CCCC2)ccc1Cl	13	nt	nt	nt	-2	7	0.2	-4	8
O=C(C1CCCCN1S(=O)(=O)c1ccccc1[N+](=O)[O-])N1CCCCC1 (stereo unspecified)	7	-0.1	0	3	15	-12	-0.1	0	3
Nc1nonc1-n1nnc(C(=O)N/N=C/c2ccc(Br)cc2)c1CSC1=NCCS1	-18	-0.8	-9	-11	21	-6	0.7	-8	26
COc1ccc(CN2C(=O)c3ccccc3C2=O)cc1C(=O)O	0	-0.2	-3	-5	0	-11	-0.4	2	-1
Cc1cccc(NC(=O)CN2C(=O)CSC2=O)c1	-1	-1.1	-1	-2	1	-8	13	-3	1
Cc1cccc(NC(=S)N2CCN(C(=O)C3CCCO3)CC2)c1 (stereo unspecified)	7	1.0	-1	-7	17	-11	0.6	-3	0
O=C(CN1C(=O)c2ccccc2S1(=O)=O)c1ccc(F)cc1	-43	1.1	6	-12	10	-10	0.8	-5	3
O=[N+]([O-])c1cccc(-c2nc3ccccc3s/c2=N/O)c1	-8	-1.0	-15	-1	-6	-15	-0.1	-3	-2
Nc1nonc1-n1nnc(C(=O)N/N=C/c2ccccc2Cl)c1CSc1ccccc1	-4	0.7	-17	-15	7	1	2.2	-5	-1
CCc1cccc(OCCCN2C(=O)NC(C)(C)C2=O)c1	10	0.1	1	-12	10	-1	0.4	-5	1
Cc1cc(C)nc(NS(=O)(=O)c2ccc(N/C=C\C(=O)c3ccc(Cl)cc3)cc2)n1	15	1.6	-8	-17	5	-29	0.0	0	2
CC1CCN(c2ccccc2NC(=S)NC(=O)c2ccco2)CC1	6	0.7	-13	-28	9	-5	-0.1	-1	7
C/C(=N\NC(=O)Cn1nc(C)c([N+](=O)[O-])c1C)c1ccc(O)cc1	-4	0.9	-2	-12	19	-5	-0.1	-7	3
CC(C)(C)OC(=O)NCc1ccc(CNC(=O)c2[nH]cnc2C(=O)N[C@@H](Cc2ccccc2)C(=O)OC(C)(C)C)cc1	19	0.8	-18	-11	13	-18	1.1	-2	5
O=C(CNC(=O)c1ccccc1F)OCCOc1cccc(Cl)c1	-15	-0.5	1	-3	3	-1	0.9	-3	-3
CCn1c(=O)c(C(=O)CN2CCN(S(=O)(=O)c3ccccc3)CC2)c(N)n(Cc2ccccc2)c1=O	-9	1.0	-4	-11	13	-13	1.6	-6	4
Cc1onc(-c2ccc(Cl)cc2Cl)c1C(=O)/C=C/N(C)C	-28	6.6	-20	-15	2	-6	11	1	1
Cc1cccc(C)c1NC(=O)CCCCCNS(=O)(=O)c1ccccc1	16	0.9	5	-3	19	-5	1.6	-7	1
COC(=O)c1ccc(NC(=O)Nc2ccccc2F)cc1	-2	4.5	-17	-12	-8	12	2.9	-1	32
C/C(=N\NC(=O)CN(c1ccc(C)cc1)S(C)(=O)=O)c1cccs1	-4	-0.5	-5	-9	6	0	0.4	-8	1
Cc1cc2oc(=O)cc(COC(=O)c3n[nH]c4ccccc34)c2cc1C	1	-0.6	-15	-12	-6	8	-0.1	0	2
COCCCNC(=O)/C(C#N)=C/c1c(N2CCN(C)CC2)nc2c(C)cccn2c1=O	3	0.8	-12	-6	26	-11	0.2	-5	-1
Cc1nn(-c2ccccc2)c(C)c1NC(=O)COC(=O)c1ccccc1OC(F)F	4	0.6	-1	7	18	-2	0.6	0	1
CC(C(=O)Nc1cccc(C#N)c1)N(C)CCOc1ccccc1 (stereo unspecified)	10	0.9	-4	-9	-28	-3	-0.6	-9	-2
CC(=O)N/C(=C\c1ccc(F)cc1)C(=O)OC(C)C	-6	-0.2	-1	-3	24	-10	0.9	-5	0
CCOc1ccccc1C1c2[nH]c3ccccc3c2C[C@H]2C(=O)N(C3CCN(Cc4ccccc4)CC3)CC(=O)N12 (stereo partly specified)	31	nt	nt	nt	-8	2	1.8	-8	16
CN(C(=O)COn1nnc2ccc(Cl)cc21)C1CCS(=O)(=O)C1 (stereo unspecified)	3	0.3	-5	1	-17	-6	0.5	-2	5
O=C(CNC(=O)c1cccs1)OCC(=O)c1ccc2ccccc2c1	1	5.1	-13	1	-17	-13	1.7	-1	4

7 compounds out of the list, ordered by molar mass, lowest first:
SMILES	TAAR1 antagonist	V1aR counter	OXTR potentiate	CHO parental Ca	M1 PAM parental	CHO-K1 Ca antag	CHO-K1 Ca ag	CHRM1 agonist	TAAR1 agonist
CC(=O)N/C(=C\c1ccc(F)cc1)C(=O)OC(C)C	-6	-0.2	-1	-3	24	-10	0.9	-5	0
CC(C(=O)Nc1cccc(C#N)c1)N(C)CCOc1ccccc1 (stereo unspecified)	10	0.9	-4	-9	-28	-3	-0.6	-9	-2
CN(C(=O)COn1nnc2ccc(Cl)cc21)C1CCS(=O)(=O)C1 (stereo unspecified)	3	0.3	-5	1	-17	-6	0.5	-2	5
C/C(=N\NC(=O)CN(c1ccc(C)cc1)S(C)(=O)=O)c1cccs1	-4	-0.5	-5	-9	6	0	0.4	-8	1
Cc1nn(-c2ccccc2)c(C)c1NC(=O)COC(=O)c1ccccc1OC(F)F	4	0.6	-1	7	18	-2	0.6	0	1
COCCCNC(=O)/C(C#N)=C/c1c(N2CCN(C)CC2)nc2c(C)cccn2c1=O	3	0.8	-12	-6	26	-11	0.2	-5	-1
CCOc1ccccc1C1c2[nH]c3ccccc3c2C[C@H]2C(=O)N(C3CCN(Cc4ccccc4)CC3)CC(=O)N12 (stereo partly specified)	31	nt	nt	nt	-8	2	1.8	-8	16

(list continues)
SMILES	TAAR1 antagonist	V1aR counter	OXTR potentiate	CHO parental Ca	M1 PAM parental	CHO-K1 Ca antag	CHO-K1 Ca ag	CHRM1 agonist	TAAR1 agonist
CC(Oc1ccc(Cl)cc1Cl)C(=O)Nc1ccncc1 (stereo unspecified)	15	9.1	-17	30	-7	22	5.6	3	11
O=C(N(c1ccccc1)c1ccccc1)n1ccnc1	12	1.6	0	-3	10	2	0.3	-5	0
O=C(NNC(=O)C1CCN(S(=O)(=O)c2ccc(Cl)cc2)CC1)c1ccccc1	20	0.3	-7	-7	18	-11	0.4	-3	2
Clc1ccc(-c2csc(-c3cccnc3)n2)s1	-1	0.2	-3	-29	-5	4	-0.2	0	-2
S=C(NCCc1ccccc1)Nc1ccc(Br)cc1	4	6.0	-5	15	8	5	8.5	-8	18
COc1ccc2nc(SCC(=O)NCC3CCCO3)c(C#N)cc2c1 (stereo unspecified)	5	-0.6	-11	-3	21	-16	0.7	-8	2
CSc1ccc(S(=O)(=O)NCC(=O)OCC(=O)NC2(C#N)CCCCC2)cc1[N+](=O)[O-]	4	-0.6	1	-9	-5	-9	0.3	-2	1
CC(=O)CCC1C2C(O)C(C(C)C)C(OC(=O)/C=C/c3ccccc3)CC12C (stereo unspecified)	-3	-1.5	-5	-13	15	-4	0.9	-6	-2
